# High-throughput results (PubChem BioAssay)
# HCMV inh: qHTS Assay for inhibitors of the human cytomegalovirus (HCMV) | HFF cells, HCMV-luciferase reporter, 72 h; stronger effect = lower value | activity change, negative = inhibition, % at 57.5 µM | 410,000 tested, 4.5% active | AID 1259415, 2018; in the data active = activity change below about -60%; inconclusive = no clear call, values can overlap the other calls; inactive = above about -39%
#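 Human foreskin fibroblasts infected with luciferase-reporter HCMV at MOI 1 PFU/cell, compounds at two doses. Luciferase measured 72 h post infection; normalized to buffer-only basal and Salinomycin (10uM) controls.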
# Sm TGR inh: qHTS Assay for the Inhibitors of Schistosoma Mansoni Peroxiredoxins. Schistosoma mansoni thioredoxin glutathione reductase (TGR), Q962Y6. purified TGR, DTNB reduction, TNB absorbance 405 nm. Potency, µM (series often up to 114 µM), for inactives: at the top dose activity change, negative = inhibition, most hits filed as inhibitors. 360,000 tested, 3% active. AID 485364, 2010; note: potency is the fitted concentration of half-maximal effect; nearly all actives have a fitted effect of over 60% in size
#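 Kinetic colorimetric format: TGR-catalysed, NADPH-driven DTNB reduction monitored via TNB absorbance. Enzyme dispensed at 20 nM; compound exposure 15 min at room temperature before reaction start.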
# HCV inh: qHTS Assay for Inhibitors of Hepatitis C Virus (HCV). Huh7.5.1 HCVcc-Cre infection, luciferase reporter, 44 h. Potency, µM (titrated, usually from 41.8 µM), for the others: top-dose activity change, negative = inhibition, most hits filed as inhibitors. 340,000 tested, 3.4% active. AID 651820, 2012; note: potency is the fitted concentration of half-maximal effect
#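 HCVcc-Cre virus at an moi near 0.5 was added right after compound to cells cultured 4 h from seeding (1,000 cells/well). Luciferase activity was determined 44 h later, 15 min after substrate addition at RT.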
# AmpC inh detg: qHTS Inhibitors of AmpC Beta-Lactamase (assay with detergent); P00811; AmpC hydrolysis of nitrocefin, absorbance 480 nm, 0.01% Triton; Potency, µM (series often up to 114 µM), inactives show at the highest dose activity change, negative = inhibition, most hits filed as inhibitors; 370,000 tested, 0.041% active; AID 485294, 2010;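 note: potency is the fitted concentration of half-maximal effect; 0% = no-compound wells and -100% = no-enzyme wells; nearly all actives have a fitted effect of over 25% in size; some results filed as inactive show a strong effect at the top dose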
# Target sequence (P00811 whole entry, looked up): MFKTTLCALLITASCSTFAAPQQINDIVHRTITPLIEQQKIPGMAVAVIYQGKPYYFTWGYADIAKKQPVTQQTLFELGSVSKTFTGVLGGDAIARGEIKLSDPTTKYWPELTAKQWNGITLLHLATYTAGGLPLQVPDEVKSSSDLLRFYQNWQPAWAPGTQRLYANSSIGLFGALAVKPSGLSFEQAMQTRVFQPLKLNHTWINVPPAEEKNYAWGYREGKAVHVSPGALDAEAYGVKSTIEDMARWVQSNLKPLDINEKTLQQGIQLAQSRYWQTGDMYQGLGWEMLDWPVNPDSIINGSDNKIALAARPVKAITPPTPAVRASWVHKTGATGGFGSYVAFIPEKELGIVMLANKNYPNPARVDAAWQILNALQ
#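 20 mM phosphate pH 7.0 + 0.01% (detergent screen) or 0.0001% Triton X-100; 5.3 nM AmpC reagent; cpd preinc 15 min RT; nitrocefin (800 uM stock) to start; A480 q20 s × 4 min; Activity was normalised to no-enzyme and no-compound control wells.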
# AMA1 RON2 block: qHTS for Inhibitors of AMA1-RON; Towards Development of Antimalarial Drug Lead: Primary Screen | AID 720542, 2013 | 360,000 tested, 0.2% active | Potency, µM (top dose mostly 58.2 µM), inactives show at the top dose activity change, negative = inhibition, hits mostly inhibitors | Plasmodium falciparum AMA1 (3D7) - RON2 peptide interaction | AlphaScreen AMA1-biotinylated RON2 peptide binding;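 note: potency is the fitted concentration of half-maximal effect; 0% = vehicle wells and -100% = peptide control; nearly all actives have a fitted effect of over 45% in size; some results filed as inactive show a strong effect at the top dose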
#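 AMA1 (3D7) with his tag at 25 nM final met compounds first, then biotinylated RON2 peptide at 25 nM; detection used donor plus acceptor beads, 10 µg/mL apiece, read by AlphaScreen after 30 min at room temperature.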
# FBPA Giardia inh: qHTS Assay for Inhibitors of Fructose-1,6-bisphosphate Aldolase from Giardia Lamblia; A8B2U2; purified Giardia FBPA; Potency, µM (highest dose often 59.6 µM), for the others: at the highest dose activity, negative = inhibition, usual class: inhibitors; 290,000 tested, 0.71% active; note: potency is the fitted concentration of half-maximal effect; nearly all actives have a fitted effect of over 55% in size
# Target sequence (A8B2U2 whole entry, looked up): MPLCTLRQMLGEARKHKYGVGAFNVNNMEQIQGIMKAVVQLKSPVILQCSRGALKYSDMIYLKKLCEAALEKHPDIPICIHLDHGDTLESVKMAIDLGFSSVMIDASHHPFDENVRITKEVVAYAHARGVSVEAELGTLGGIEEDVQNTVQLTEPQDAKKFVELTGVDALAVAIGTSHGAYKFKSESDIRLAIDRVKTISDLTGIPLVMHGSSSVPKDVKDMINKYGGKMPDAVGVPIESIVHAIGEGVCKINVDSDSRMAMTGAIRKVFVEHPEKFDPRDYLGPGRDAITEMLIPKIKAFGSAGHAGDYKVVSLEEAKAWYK
#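 Giardia FBPA (40 nM reagent) was preincubated 10 min at RT with compound (up to 57.5 uM final), then substrate plus GAPDH/TPI/NAD/arsenate coupling system with diaphorase/resazurin was added; resorufin fluorescence (525/598 nm) was read after 20 min.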
# An asterisk follows results filed as active; ? = inconclusive; / = not tested or not shown; & = joins results of further samples; [ ] = remark or other dose. Unless noted, calls come from the whole dose curve; as a rule, active = well fitted curve in the direction sought with a large enough effect; inconclusive = small, poorly fitted or top-dose-only effect, or another doubt; inactive = no such curve, though single readings can be large; an effect the other way counts as inactive or inconclusive. Unless noted, % is set by controls: 0 for no effect and ±100 for the full control effect.
# Results follow in this order: HCMV inh	Sm TGR inh	HCV inh	AmpC inh detg	AMA1 RON2 block	FBPA Giardia inh
- COc1ccc(NC(C)=O)cc1NC(=O)c1cccc(C(F)(F)F)c1
 : -39.5	1.1%	-18.8%	-4.7%	0.0%	0.0%
- CCCNC(=O)c1onc(CSc2ccccn2)c1C(=O)NCCC
 : -1.3	-6.8%	-26.6%	-6.2%	0.0%	3.9%
- CC(C)OCCCNC(=O)c1ccc(Br)cc1
 : /	2.1%	1.3%	-12.3%	-1.6%	3.9%
- O=C(NC(=S)Nc1cccc([N+](=O)[O-])c1)C1CCCC1
 : 60.4	-18.2%	-22.4%	-5.9%	-8.7%	-9.2%
- CCOC(=O)CN1C(=O)N[C@@H](c2cccs2)C(C(C)=O)=C1C
 : -5.0	/	12.5%	/	-1.8%	0.1%[12.9 µM]
- COc1cccc(Nc2nnc(SCN3C(=O)c4ccccc4C3=O)s2)c1
 : 39.6	6.2%	-1.1%	-8.7%	-8.7%	-0.5%
- O=c1[nH]c(Nc2ccccc2)cc2ccccc12
 : 18.0	15.8µM*	-14.2%	-15.3%	-8.6%	0.2%
- COc1cccc(-n2c(Cc3cc(=O)[nH]c(=O)[nH]3)nnc2SCC(=O)N2CCCC2)c1
 : 12.2	0.0%	18.7%	?	-12.6%	-6.7%
- Cc1ccccc1C(=O)NNC(=O)c1ccc(F)cc1
 : 30.9	12.1%	1.9%	-3.5%	1.7%	1.4%
- COc1ccc(C(=O)N2CCN(c3ccc([N+](=O)[O-])c(-n4nc(C)cc4C)c3)CC2)cc1
 : -12.8	-10.3%	-0.6%	?	2.2%	2.7%
- CCc1nccn1CCC(=O)N1CCCC(Nc2ccc(F)cc2)C1 (stereo not given)
 : -1.8	-5.2%	-0.1%	-8.3%	-3.9%	-22.9%
- Cc1oc(-c2ccccc2)nc1CN1C(=O)C(C)N=C(c2ccccc2F)c2cc(Cl)ccc21 (stereo not given)
 : 27.3	-2.0%	?	-8.0%	0.0%	-5.7%
- CCOC(=O)Cc1c(C)nc2c(C#N)c[nH]n2c1=O
 : 21.8	2.7%	/	-11.2%	20.1%	-7.3%
- CC(C)Cc1nc(NCCN2CCOCC2)c(C#N)c2c1COC(C)(C)C2
 : -30.8	-21.1%	-16.2%	-10.5%	-6.3%	-0.7%
- O=C(NCc1cccnc1)[C@@H]1CC=C[C@@H]2CCN(Cc3ccc(Cl)c(Cl)c3)C(=O)[C@@H]21
 : -12.0	/	?	/	-0.8%	/
- CCc1cc2c(NC(Cc3ccccc3)C(=O)O)nc(C)nc2s1 (stereo not given)
 : -22.1	2.8%	9.7%	-13.9%	-0.1%	10.9%
- Cc1c(C(=O)N2CCC(C)CC2)sc2ncnc(N3CCN(c4ccccc4)CC3)c12
 : -6.3	1.0%	3.1%	-12.6%	-2.4%	0.7%
- CC1CN(CCCOc2ccccc2[N+](=O)[O-])CC(C)O1 (stereo not given)
 : -2.6	9.7%	24.3%	-0.1%	-15.3%	?
- CC(C)(C)C1CCC2(CC1)SCC(=O)N2c1ccccc1 (stereo not given)
 : -16.9	17.8%	12.2%	9.0%	4.5%	/
- CCCCc1ccc(C2C(C#N)=C(N)SC(N)=C2C#N)s1
 : /	?	/	?	/	?
- Cc1cccc(C(=O)N(C(=O)c2cccc(C)c2)N(C)C)c1
 : 8.8	/	17.1%	/	13.8%	/
- COc1ccc2ccccc2c1/C=N/NC(=O)c1nnn(-c2nonc2N)c1CN(C)C
 : -33.2	0.0%	-3.6%	-8.3%	-0.4%	14.0%
- CCN(C(=O)CSc1ncnc2sccc12)c1c(N)n(Cc2ccccc2)c(=O)[nH]c1=O
 : -34.0	2.7%	5.2%	2.4%	-6.1%	/
- CCOc1ccc(N2CC(C(=O)Nc3ccccc3C(=O)NC3CC3)CC2=O)cc1 (stereo not given)
 : 50.7	4.7%	0.9%	-0.5%	-7.7%	8.6%
- COc1ccc(C(C)(C)C)cc1NC(=O)C1CC=CCC1C(=O)O (stereo not given)
 : 4.3	2.3%	20.1%	-10.9%	16.0%	13.1%
- C=CCNc1nc(Cl)nc(NCc2ccco2)n1
 : 42.1	-24.1%	-12.5%	-16.1%	-19.3%	9.3%
- Cc1noc(C(=O)Nc2ccc(C#N)cc2)c1Cl
 : 40.3	18.0%	-8.5%	-2.7%	-3.3%	4.8%
- O=C(c1ccccc1)N(Cc1ccc(F)cc1)Cc1nc2ccccc2c(=O)[nH]1
 : -12.4	-20.8%	?	-0.1%	76.8%[activator]	-1.0%
- CCCNC(=O)Cn1sc2nc(C)cc(C)c2c1=O
 : 5.2	?	-14.3%	79.4µM*	-2.1%	-18.0%
- O=C(c1cnc(N2CCN(c3ccccn3)CC2)c2ccccc12)N1CCN(c2cccc(Cl)c2)CC1
 : -94.1*	-4.0%	5.01µM*	-4.3%	-21.8%	5.3%

# Gathered by group: the entries above containing a cyano group
# Results follow in this order: HCMV inh	Sm TGR inh	HCV inh	AmpC inh detg	AMA1 RON2 block	FBPA Giardia inh
- CCOC(=O)Cc1c(C)nc2c(C#N)c[nH]n2c1=O
 : 21.8	2.7%	/	-11.2%	20.1%	-7.3%
- CC(C)Cc1nc(NCCN2CCOCC2)c(C#N)c2c1COC(C)(C)C2
 : -30.8	-21.1%	-16.2%	-10.5%	-6.3%	-0.7%
- CCCCc1ccc(C2C(C#N)=C(N)SC(N)=C2C#N)s1
 : /	?	/	?	/	?
- Cc1noc(C(=O)Nc2ccc(C#N)cc2)c1Cl
 : 40.3	18.0%	-8.5%	-2.7%	-3.3%	4.8%

# Some of these compounds in order of formula weight, highest first.
# Results follow in this order: HCMV inh	Sm TGR inh	HCV inh	AmpC inh detg	AMA1 RON2 block	FBPA Giardia inh
- COc1ccc2ccccc2c1/C=N/NC(=O)c1nnn(-c2nonc2N)c1CN(C)C
 : -33.2	0.0%	-3.6%	-8.3%	-0.4%	14.0%
- COc1ccc(C(C)(C)C)cc1NC(=O)C1CC=CCC1C(=O)O (stereo not given)
 : 4.3	2.3%	20.1%	-10.9%	16.0%	13.1%
- CCOC(=O)CN1C(=O)N[C@@H](c2cccs2)C(C(C)=O)=C1C
 : -5.0	/	12.5%	/	-1.8%	0.1%[12.9 µM]
- C=CCNc1nc(Cl)nc(NCc2ccco2)n1
 : 42.1	-24.1%	-12.5%	-16.1%	-19.3%	9.3%

# (list continues)
# Results follow in this order: HCMV inh	Sm TGR inh	HCV inh	AmpC inh detg	AMA1 RON2 block	FBPA Giardia inh
- O=C(CCC(=O)NC1CCCCC1)NCc1ccc(F)cc1
 : -3.4	-22.7%	10.4%	-7.2%	-9.6%	6.1%
- COc1ccc(C(=O)Oc2ccc(C(=S)N3CCOCC3)cc2)cc1
 : 3.3	6.5%	15.0%	-5.5%	-14.4%	-7.2%
- CCC/C(O)=C1\C(=O)CC(c2ccccc2)CC1=NC (stereo not given)
 : -29.1	2.1%	-8.7%	-2.0%	12.8%	13.8%
- Cc1cc(C)c(OCCOCCN(C)C)c(Br)c1
 : 48.6	-9.4%	?	-7.8%	1.0%	-15.3%
- COc1cccc(/C=N/Nc2nc(C)cc(=O)[nH]2)c1OC
 : 89.4	-6.2%	-8.8%	0.8%	33.5%[activator]	-14.2%
- C/C(=N\NC(=O)COc1ccccc1[N+](=O)[O-])c1cccc(NC(=O)c2ccncc2)c1
 : 65.0	-6.1%	?	-7.6%	24.8%	/
- CC(CNC(=O)CN1C(=O)COc2ccc(S(=O)(=O)N3CCCCC3)cc21)c1ccccc1 (stereo not given)
 : 0.0&3.7	2.9%&-1.2%	?	-2.8%&-3.0%	0.0%	/
- CCCn1nnnc1SCC(=O)Nc1cccc(NC(=O)c2ccco2)c1
 : -29.8	10.2%	?	2.3%	-14.5%	3.5%
- Cc1ccc2cc(S(=O)(=O)NCCCN3CCOCC3)ccc2c1
 : ?	3.1%	-16.7%	3.5%	10.3%	6.9%
- C=CCNC(=S)N1CCN(C2CCCCC2)CC1
 : -13.5	11.2%	14.0%	6.6%	5.0%	-5.8%
- Cc1csc(SCC(=O)Nc2cccc(S(=O)(=O)N3CCCC3)c2)n1
 : 18.8	-21.4%	?	-1.0%	1.9%	1.4%
- Cc1cc(=O)[nH]c(SCC(=O)N2CCCc3ccccc32)n1
 : /	3.6%	/	?	-10.5%	-11.0%
- CC(C)(C)OC(=O)N1CCC(c2c(C(=O)N3CCCCC3)cnn2-c2cccc(F)c2)CC1
 : 5.7	1.4%	/	20.1%	/	/
- c1ccc(N2CCN(c3nc4cc5c(cc4s3)OCO5)CC2)cc1
 : -19.7	1.4%	-26.0%	-6.5%	1.2%	5.9%
- CC(NCC(=O)Nc1ccccc1C(=O)NC1CC1)c1cccs1 (stereo not given)
 : -12.8	/	-3.9%	/	24.2%	/
- O=C(NC1(C(=O)NC2CCCCC2)CCCCC1)c1ccccn1
 : 57.0	1.4%	12.1%	-6.7%	-21.4%	1.5%
- CC(C)n1c(SCc2ccc(Cl)cc2)nc2c1c(=O)[nH]c(=O)n2C
 : 53.4	18.9%[11.4 µM]	-7.9%	-9.1%	4.1%	2.3%
- O=C(CCC(=O)c1cccs1)NCC(c1ccc(F)cc1)N1CCOCC1 (stereo not given)
 : 41.1	-13.9%	1.6%	-2.1%	-1.3%	/
- CCc1ccc(-c2nn(CC(=O)NCc3ccccc3)c3c2cnc2ccc(C)cc23)cc1
 : 4.5	-2.3%	/	19.7%	/	/
- Cc1ccc(C=Nc2ccccc2C(N)=O)cc1
 : 24.5	0.7%	3.9%	7.1%	1.2%	?
- CSc1ccccc1NC(=O)CSc1nncs1
 : 2.2	1.4%	9.4%	-6.6%	-0.7%	0.0%
- O=C(CNc1cccc(C(F)(F)F)c1)N/N=C/c1ccccc1C(=O)O
 : 20.0	-0.1%	9.5%	1.8%	77.8%[activator]	0.5%
- C/C(=N\NC(=O)C(=O)Nc1cc(Cl)ccc1Cl)c1ccncc1
 : -25.0	-4.6%	2.3%	0.4%	2.6%	0.1%
- CC[C@@]1(C(=O)OC)N[C@H](CN(C)S(=O)(=O)c2ccc(OC)cc2)[C@@H]2C(=O)N(C)C(=O)[C@@H]21
 : -28.1	/	12.6%	/	-5.9%	/
- COc1ccc(-c2nc(CS(=O)CC(=O)N3CCN(C)CC3)c(C)o2)cc1OC (stereo not given)
 : -11.7	?	1.3%	?	-6.8%	-14.6%
- CCOC(=O)C(=CNc1cccc(N)n1)C(=O)OCC
 : -10.9	-28.2%	-26.9%	1.6%	5.5%	0.5%
- Cc1[nH]c(=O)nc2c1CCC2
 : 23.8	0.3%	21.6%	?	-10.4%	-0.4%
- Cc1ccc(-n2c(=O)cc(N3CCN(C(=O)c4ccco4)CC3)[nH]c2=O)cc1
 : 10.3	-29.8%	15.0%	?	4.8%	-0.4%
- O=C(CCS(=O)(=O)Cc1ccccc1F)N1CCc2ccccc2C1
 : 2.7	-30.8%	28.4%	-7.0%	5.7%	-17.3%

# This is a random part of the collection. About 9.3% of those tested had a hit in this group.
